PI5P4K alpha inh: blocks human PI5P4K alpha kinase activity; 330,000 compounds, 1.2% hits; AID 652105; max response, %; PI5P4Kalpha enzyme, ADP-Glo luminescence, 60 min; hits give low values; active means max response of -50% or lower; inconclusive means between -30% and -50%; inactive means -30% or higher; further: value at the top dose of about 77 µM; on the % scale 0 is the no-effect control and ±100 the full control effect
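Human PI5P4Kalpha with substrate in 0.038 M HEPES pH 7.4, 0.28 mM EGTA, 0.1% CHAPS, 5% DMSO; reaction started with 5 microM ATP (final), 60 min at room temperature. ADP formed read by ADP-Glo luminescence.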
FUS suppressor: rescues growth of FUS-expressing yeast; 390,000 compounds, 0.24% hits; Potency, µM (titrated, usually from 76.6 µM), for the others: top-dose growth rescue (activation), usual class: activators; S. cerevisiae FUS-expressing, growth rescue, OD600, 24 h;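 further: potency means the concentration at half of the fitted maximal effect; plate controls were DMSO vehicle for no effect and reference control for full effect; nearly all actives have a fitted effect of over 55% in size; some results filed as inactive show a strong effect at the top dose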
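S. cerevisiae expressing FUS from galactose induction served as the toxicity model. Growth after 24hr at 30C, read as absorbance at 600 nm, indicates suppression of toxicity; compounds dosed at several concentrations.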
PLK1 PBD inh: PLK1 (human) polo-box domain binding inhibition | 360,000 compounds, 2.8% hits | P53350 | AID 720504 | Plk1 PBD binding of FITC phosphopeptide, fluorescence polarization | Potency, µM, for inactives: max response, negative = inhibition, actives largely listed as inhibitors; further: potency means the concentration at half of the fitted maximal effect; series mostly up to about 57 µM; on the % scale 0 is the no-effect control and ±100 the full control effect; nearly all actives have a fitted effect of over 65% in size
IL2 activator: IL-2 activation; activation, % (series mostly up to about 46 µM); IL-2 activation reporter assay, cell-based qHTS; stimulated with anti-CD3/CD4/CD28 beads; in transgenic mouse T cells; 360,000 compounds, 0.065% hits; in the data active means activation above about 50%; inconclusive means mostly about 30% to 49%; further: 0% is about no effect
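Quantitative HTS in unstimulated transgenic mouse T cells, with memory T cells as non-tolerant control and PMA/ionomycin as tolerance-bypass control. Compound pretreatment lasted 60 minutes before 18 h bead stimulation; EGFP/DsRed fluorescence read.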
WRN helicase inh: blocks human WRN helicase. WRN helicase unwinding, fluorescent forked duplex, kinetic. 360,000 compounds, 0.46% hits. Potency, µM (top dose mostly 114 µM), inactives show top-dose activity change, negative = inhibition, hits mostly inhibitors. Q14191. AID 651768; further: potency means the concentration at half of the fitted maximal effect; on the % scale 0 is the no-effect control and ±100 the full control effect; nearly all actives have a fitted effect of over 55% in size
Target sequence (Q14191 whole entry, looked up): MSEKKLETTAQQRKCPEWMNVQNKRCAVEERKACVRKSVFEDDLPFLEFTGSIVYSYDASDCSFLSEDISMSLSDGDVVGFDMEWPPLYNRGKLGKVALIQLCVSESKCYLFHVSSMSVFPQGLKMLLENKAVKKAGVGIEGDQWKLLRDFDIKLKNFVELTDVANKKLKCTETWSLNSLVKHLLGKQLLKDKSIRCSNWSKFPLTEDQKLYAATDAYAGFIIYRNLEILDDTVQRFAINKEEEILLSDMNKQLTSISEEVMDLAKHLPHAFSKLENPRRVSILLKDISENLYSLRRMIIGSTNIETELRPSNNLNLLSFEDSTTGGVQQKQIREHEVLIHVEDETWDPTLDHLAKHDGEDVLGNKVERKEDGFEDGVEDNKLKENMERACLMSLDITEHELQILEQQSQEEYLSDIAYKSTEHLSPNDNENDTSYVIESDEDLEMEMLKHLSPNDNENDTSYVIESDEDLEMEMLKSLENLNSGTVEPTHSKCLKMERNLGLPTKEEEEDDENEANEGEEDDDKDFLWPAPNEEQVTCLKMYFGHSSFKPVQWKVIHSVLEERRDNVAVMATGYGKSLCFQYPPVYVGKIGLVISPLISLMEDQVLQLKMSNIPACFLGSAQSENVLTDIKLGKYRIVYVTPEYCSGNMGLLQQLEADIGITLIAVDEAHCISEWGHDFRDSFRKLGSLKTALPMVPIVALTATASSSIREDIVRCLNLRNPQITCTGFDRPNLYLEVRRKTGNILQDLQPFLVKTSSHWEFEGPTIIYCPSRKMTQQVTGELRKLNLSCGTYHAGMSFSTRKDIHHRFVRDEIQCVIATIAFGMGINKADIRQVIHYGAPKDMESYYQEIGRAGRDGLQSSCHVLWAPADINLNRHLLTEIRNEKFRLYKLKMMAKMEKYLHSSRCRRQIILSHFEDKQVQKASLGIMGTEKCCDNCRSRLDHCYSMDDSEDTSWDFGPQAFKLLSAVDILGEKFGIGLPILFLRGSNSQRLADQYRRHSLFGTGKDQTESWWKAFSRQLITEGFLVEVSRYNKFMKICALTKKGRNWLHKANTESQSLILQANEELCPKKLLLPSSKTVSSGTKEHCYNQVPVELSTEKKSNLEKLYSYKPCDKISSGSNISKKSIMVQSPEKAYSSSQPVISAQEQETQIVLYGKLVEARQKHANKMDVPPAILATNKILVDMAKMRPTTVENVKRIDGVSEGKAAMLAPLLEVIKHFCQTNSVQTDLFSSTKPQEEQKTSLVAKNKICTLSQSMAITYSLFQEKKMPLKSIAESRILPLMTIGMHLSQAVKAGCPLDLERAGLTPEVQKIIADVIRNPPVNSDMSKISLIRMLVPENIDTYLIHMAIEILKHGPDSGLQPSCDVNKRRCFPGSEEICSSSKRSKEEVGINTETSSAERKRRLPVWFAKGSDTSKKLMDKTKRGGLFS
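Kinetic fluorescence helicase assay: unwinding of a quenched forked DNA duplex (100 nM final) with 2 mM ATP final raises red fluorescence (525/598 nm). Compounds sat 15 min at room temperature with 20 nM WRN beforehand.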
EPAC1 ag: agonists of human EPAC1; O95398; EPAC1 agonist qHTS, biochemical assay; response scale: 100% = response to 6.5 mM cAMP; Potency, µM (top dose mostly 154 µM), without a hit: top-dose activation, actives largely listed as activators; 360,000 compounds, 0.073% hits; further: potency means the concentration at half of the fitted maximal effect; nearly all actives have a fitted effect of over 60% in size
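Nucleotide exchange assay: 100 nM EPAC1 with 250 nM Rap1B loaded with BODIPY-GDP and 50 uM GDP, room temperature. Fluorescence (480/540 nm) read every 5 min for 30 min; signal change normalized to 6.5 mM cAMP as full agonist.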
Abeta yeast res: compounds reversing amyloid beta toxicity in yeast; yeast expressing A-beta42, growth rescue, OD600, 48 h; response scale: 0% DMSO, 100% iron-clioquinol control; Potency, µM (top dose mostly 46.1 µM), for the others: at the top dose growth rescue, hits mostly activators; 410,000 compounds, 0.063% hits; further: potency means the concentration at half of the fitted maximal effect; nearly all actives have a fitted effect of over 55% in size
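Yeast A-beta toxicity model in growth medium with pinned compounds, 48 h at 30 C; growth read as absorbance at 600 nm. Normalized to FeCl3/clioquinol equimolar mix (positive) and DMSO (negative).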
EPAC1 antagonist: blocks human EPAC1 exchange factor. Potency, µM (highest dose often 115 µM), for inactives: at the highest dose activity change, negative = inhibition, usual class: inhibitors. EPAC1 GEF assay, Rap1b-BODIPY-GDP exchange fluorescence. AID 720709. O95398. 360,000 compounds, 0.14% hits;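 further: potency means the concentration at half of the fitted maximal effect; plate controls were vehicle for no effect and positive control for full effect; nearly all actives have a fitted effect of over 50% in size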
An asterisk follows results filed as active; ? = inconclusive; . = no result given; [ ] = dose if it differs, or a comment. Unless noted, the call rests on the fitted dose curve; in most records, active means well fitted curve in the direction sought with a large enough effect; inconclusive means small, poorly fitted or top-dose-only effect, or another doubt; inactive means no such curve, though single readings can be large; an effect the other way counts as inactive or inconclusive.

SMILES | PI5P4K alpha inh | FUS suppressor | PLK1 PBD inh | IL2 activator | WRN helicase inh | EPAC1 ag | Abeta yeast res | EPAC1 antagonist
Cc1ccc(C(=O)O)cc1NC(=O)CCc1c(C)noc1C | 1.6 | 0.9% | -9.1% | -2.0 | 8.3% | 1.0% | -0.1% | -2.0%
COc1ccc(C2CC(c3cccc(Cl)c3)=NN2c2ccc(S(N)(=O)=O)cc2)cc1 (centres undefined) | -3.5 | 39.1% | -11.0% | -0.2 | 2.5% | -20.7% | 16.3% | -29.3%
CCCN(CCC)C(=O)Cn1c(=O)n(CCCC(=O)NCc2ccco2)c(=O)c2sccc21 | -8.8 | 2.2% | -5.4% | 1.3 | -4.5% | 1.5% | -2.5% | -19.2%
COc1ccc(S(=O)(=O)N(C(=O)c2ccncc2)c2ccc3oc4c(c3c2)CCCC4)cc1 | 1.8 | 34.7% | 1.8% | -0.5 | 3.3% | 2.4% | -12.3% | 13.2%
CN(C(=O)c1cccc(NC(=O)Cc2cccc(NC(=O)C3CCCN(C(=O)C4CCCCC4)C3)c2)c1)C1CCC1 (centres undefined) | -6.0 | 24.8% | 2.2% | -0.6 | -3.7% | -11.9% | -1.9% | -6.8%
Cc1ccccc1-c1nc(CN2CCCC(C(=O)NCc3cccnc3)C2)c(C)o1 (centres undefined) | -1.1 | 6.8% | -7.9% | -2.2 | -0.5% | 7.5% | 0.9% | 2.6%
Cc1onc(-c2c(F)cccc2Cl)c1C(=O)NC(=S)NC1CCS(=O)(=O)C1 (centres undefined) | 2.9 | . | -6.1% | -4.0 | -24.3% | -3.6% | -11.1% | 0.4%
O=C(Cc1ccc(Cl)cc1)NCCc1ccc(F)cc1 | 0.7 | -0.2% | -16.2% | 0.5 | -4.5% | -12.8% | -2.0% | -27.6%
Cc1cccc(S(=O)(=O)NC(=O)C2(C)CCN2C(=O)c2sccc2C)c1 (centres undefined) | 2.1 | -13.4% | -6.3% | 0.1 | -5.4% | 6.7% | -2.0% | -0.6%
COc1cccc(-c2nc(CCl)cs2)c1OC | 2.3 | -0.6% | -25.7% | -0.7 | -21.1% | -6.4% | -10.9% | 2.2%
CCOC(=O)[C@@H]1[C@H]2COc3ccccc3[C@H]2N2C(=O)N(c3cccc(Cl)c3)C(=O)[C@@]12C | 4.5 | 37.5% | -14.6% | -2.0 | -31.9% | -16.7% | 3.6% | -10.0%
CCOc1ccc(S(=O)(=O)Nc2ccc3c(c2)n(C)c(=O)n3C)cc1 | -2.5 | 22.9% | -4.3% | 0.7 | -3.3% | 7.8% | -8.8% | 17.3%
CCCCNC(=O)Nc1nc(SCC(=O)OCC)n[nH]1 | -2.6 | -20.4% | -12.1% | -0.2 | 0.6% | -7.4% | -2.1% | -3.3%
COc1cc(/C=N/NC(=O)/C(=C/c2ccccc2)CCO)ccc1O | 1.0 | . | -2.8% | -2.6 | -2.6% | -7.3% | -11.9% | 2.6%
COc1cc(N)c(Cl)cc1C(=O)OC(C)C(=O)Nc1cccc(S(=O)(=O)N2CCOCC2)c1 (centres undefined) | 7.7 | 1.3% | -3.7% | -2.2 | -13.8% | 3.1% | 3.1% | -6.2%
C=CCSc1nnc(CNS(=O)(=O)c2ccc(C)cc2)n1C | 0.0 | 14.9% | -4.7% | -0.4 | 4.1% | -2.0% | 4.9% | -10.1%
O=C(NCC1CCCO1)[C@@H]1CSC2c3ccccc3C(=O)N21 (some centres undefined) | -2.4 | -8.0% | ? | 0.2 | -1.0% | -0.5% | -3.0% | 1.9%
CCOC(=O)C(C)Oc1cccc2c(=O)n(CC(=O)Nc3ccc(OC)cc3)ccc12 (centres undefined) | 3.3 | 8.6% | -6.7% | -0.6 | -7.1% | -11.5% | -4.8% | -27.3%
O=C(NNS(=O)(=O)c1ccc(Br)cc1)c1ccccc1-n1cccc1 | -0.9 | 9.9% | 0.3% | -0.5 | -4.3% | 4.0% | 9.6% | 5.7%
Cc1ccc(NC(=O)NC2=N/C(=C(/C#N)C(=O)N3CCCC3)c3ccccc32)cc1 | 0.3 | . | 3.5% | -0.1 | 2.1% | 2.1% | 4.4% | 9.8%
COc1ccc(C(=O)NC(C)c2cc(OC)c(OC)cc2Br)cc1 (centres undefined) | . | 11.3% | -0.9% | -0.4 | -8.4% | 8.1% | -5.1% | -8.9%
CC(=O)Nc1ccc(NC(=O)CN(c2cccc(C(C)=O)c2)S(C)(=O)=O)cc1 | 2.8 | -0.2% | -9.6% | -3.4 | -1.7% | -8.6% | -12.8% | 3.3%
NC(=O)c1ncn([C@@H]2O[C@H](CNCc3ccccc3C#Cc3ccccc3)[C@@H](O)[C@H]2O)n1 | -26.5 | -2.2% | -8.5% | 0.6 | 6.6% | -8.3% | 7.2% | -3.1%
CCOC(=O)c1c(C)oc(NC(=O)CCl)c1C(=O)OCC | -7.2 | -23.3% | -8.0% | -0.4 | 1.7% | -3.2% | -7.4% | 5.1%
O=C(COC(=O)C1=COCCO1)Nc1cc(S(=O)(=O)N2CCCCC2)ccc1Cl | 0.9 | 8.0% | 0.1% | 1.0 | -0.9% | 2.6% | 5.1% | 1.3%
CC(=O)c1ccc(NC(=S)NCc2cccnc2)cc1 | -4.9 | 16.4% | -12.4% | 0.7 | 1.9% | -4.6% | -3.4% | 9.4%
O=C(NNC(=O)c1cc2cc3ccccc3nc2s1)c1cccc(Cl)c1 | ? | -29.5% | -23.1% | 1.0 | ? | -6.0% | 9.3%[9.22 µM] | -25.3%
O=C(Cn1nc(C(F)(F)F)c2c1CCCC2)NCCN1CCOCC1 | . | 20.1% | -0.4% | -1.5 | 1.6% | 0.4% | 13.6% | 0.6%
O=C(/C=C/c1c(Cl)cccc1Cl)NCc1ccccc1 | 3.8 | . | -4.7% | -4.5 | -13.0% | 8.6% | 3.5% | -2.1%
COc1cccc(-c2cc(C(=O)N/N=C/c3cccc(OC)c3OC)c3ccccc3n2)c1 | -2.5 | 51.9% | -3.0% | -0.7 | -3.7% | 6.5% | -0.5% | -16.0%
COc1ccc(NC(=O)CNC(=O)c2nn(-c3ccc(OC)cc3OC)c(=O)c3ccccc23)c(OC)c1 | -2.3 | 6.9% | 6.0% | 0.3 | 2.6% | 3.0% | 3.4% | 26.3%
Cn1ccc2cc(-c3csc(N4CCC(C(N)=O)CC4)n3)ccc21 | . | 4.5% | . | 0.9 | . | 4.3% | -1.9% | 4.8%
COc1cc(NC(=O)NCC2CCN(Cc3ccccc3F)CC2)cc(OC)c1 | 5.0 | 5.9% | -1.1% | 0.6 | -2.9% | 1.7% | 8.3% | -4.8%
Nc1cc(C(F)(F)F)ccc1OCC1CCCO1 (centres undefined) | -9.1 | -2.1% | -3.0% | -0.3 | 4.0% | 13.4% | 2.2% | -17.4%
NC(=O)Cn1c(=O)n(CCCC(=O)NC2CCN(Cc3ccccc3)CC2)c(=O)c2ccccc21 | -0.8 | 6.5% | -10.1% | 0.4 | -30.4%[57.1 µM] | -3.0% | -0.9% | 2.9%
COCCCNC(=O)Cn1c(=O)n(CCCCCC(=O)Nc2ccccc2)c(=O)c2sccc21 | -4.4 | . | -8.1% | -0.3 | 6.2% | 4.7% | -1.2% | 0.7%
NC(=O)C1CCCN1 (centres undefined) | -6.5 | -6.8% | -16.1% | -0.4 | -0.9% | -6.0% | -8.6% | -5.4%
COc1ccc(N2C(=O)C3C4C=CC(CC4)C3C2=O)c([N+](=O)[O-])c1 (centres undefined) | . | 12.9% | -8.7% | -2.1 | 7.0% | 9.8% | -13.0% | -2.6%
Cc1ccc(S(=O)(=O)N2CCC(=O)N([C@H](COC(=O)Nc3ccccc3)Cc3ccccc3)CC2)cc1 | 10.1 | ? | -3.4% | -0.6 | -8.1% | 5.1% | -8.2% | -13.7%
CN(CCc1ccccc1)C(=O)c1ccc(NC(=O)Cc2ccc(NC(=O)C3CCN(C(=O)C4CCC4)CC3)cc2)cc1 | -2.5 | ? | -0.2% | 0.6 | -0.8% | 1.6% | -3.6% | 2.2%

Reformatted: entries from further up
SMILES,PI5P4K alpha inh,FUS suppressor,PLK1 PBD inh,IL2 activator,WRN helicase inh,EPAC1 ag,Abeta yeast res,EPAC1 antagonist
O=C(NNC(=O)c1cc2cc3ccccc3nc2s1)c1cccc(Cl)c1,?,-29.5%,-23.1%,1.0,?,-6.0%,9.3%[9.22 µM],-25.3%
NC(=O)Cn1c(=O)n(CCCC(=O)NC2CCN(Cc3ccccc3)CC2)c(=O)c2ccccc21,-0.8,6.5%,-10.1%,0.4,-30.4%[57.1 µM],-3.0%,-0.9%,2.9%
COc1cc(NC(=O)NCC2CCN(Cc3ccccc3F)CC2)cc(OC)c1,5.0,5.9%,-1.1%,0.6,-2.9%,1.7%,8.3%,-4.8%

(cont.)
SMILES | PI5P4K alpha inh | FUS suppressor | PLK1 PBD inh | IL2 activator | WRN helicase inh | EPAC1 ag | Abeta yeast res | EPAC1 antagonist
C=CCn1c(SCC(=O)NC(=O)NCCC)nnc1C1CCCCC1 | 4.5 | 1.9% | -4.3% | -0.3 | -0.8% | 15.6% | 6.9% | -2.8%
O=C(c1nc2nc(-c3ccccc3)cc(C(F)(F)F)n2n1)N1CCOCC1 | -0.9 | 11.6% | -13.0% | -1.0 | -4.3% | -0.6% | -1.0% | 2.7%
NC(c1ccccc1)c1csc(NC(=O)NCCc2ccccc2)n1 (centres undefined) | 0.8 | ? | -11.7% | -0.3 | -4.6% | -8.4% | -14.1% | ?
COc1ccc(-c2nc(-c3ccncc3)no2)c(OC)c1 | -1.9 | -8.7% | -3.1% | 0.2 | 1.9% | -2.9% | -9.6% | -28.0%
CN1CCN(C(=O)CCC(=O)NCc2ccc(F)cc2)CC1 | 1.5 | -30.1% | 3.2% | 1.4 | 12.1% | -6.6% | 0.0% | -2.7%
CCN1CCN(C(=O)c2cccc(OC3CCN(S(=O)(=O)N(C)C)CC3)c2)CC1 | 5.1 | . | -1.1% | -1.1 | -22.3% | 9.5% | -2.4% | -8.9%
CCCCC(CC)COC1(c2ccccc2)OC(=O)c2ccccc21 (centres undefined) | . | 12.5% | -9.0% | -1.3 | -11.7% | 9.8% | 8.7% | -20.1%
O=C(/C=C/c1ccccc1)Nc1cc(NC(=O)/C=C/c2ccccc2)cc(C(=O)O)c1 | -55.9* | ? | -12.7% | -2.8 | -6.8%[11.6 µM] | -18.6% | -3.6% | -17.7%
COc1cccc(CC(NC(C)=O)C(=O)NC2CCN(C(=O)c3ccc(Cl)cc3)CC2)c1OC (centres undefined) | 9.8 | 15.4% | -6.6% | 7.1 | -5.2% | 8.1% | -0.3% | -1.4%
